RTF Ca sens act: increases calcium sensitivity of human cardiac regulated thin filaments; P19429+P45379; IANBD-labeled TnC RTF fluorescence at EC20 calcium; 0% EC20 calcium, 100% full calcium; activation, % at 7.2 µM; 340,000 tested, 0.24% active; AID 493008;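 active means activation above the mean over all tested compounds plus 3 SD, cut at about 30% in these data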;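 further: rise in fluorescence read as greater calcium sensitivity of cardiac thin filaments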
Keap1-Nrf2 PPI: disrupts human Keap1 binding to Nrf2 peptide. Q14145. Keap1 Kelch-Nrf2 peptide fluorescence polarization, 1536-well. inhibition, % at 9.4 µM. 340,000 tested, 0.15% active; in the data active means inhibition above about 12%;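 further: human Keap1 Kelch domain with fluorescein labeled Nrf2 9mer peptide probe; 0% = neutral control wells and 100% = peptide positive control; higher means more block of Keap1 binding to Nrf2 peptide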
Target sequence (Q14145 whole entry, looked up, the tested form may be a part): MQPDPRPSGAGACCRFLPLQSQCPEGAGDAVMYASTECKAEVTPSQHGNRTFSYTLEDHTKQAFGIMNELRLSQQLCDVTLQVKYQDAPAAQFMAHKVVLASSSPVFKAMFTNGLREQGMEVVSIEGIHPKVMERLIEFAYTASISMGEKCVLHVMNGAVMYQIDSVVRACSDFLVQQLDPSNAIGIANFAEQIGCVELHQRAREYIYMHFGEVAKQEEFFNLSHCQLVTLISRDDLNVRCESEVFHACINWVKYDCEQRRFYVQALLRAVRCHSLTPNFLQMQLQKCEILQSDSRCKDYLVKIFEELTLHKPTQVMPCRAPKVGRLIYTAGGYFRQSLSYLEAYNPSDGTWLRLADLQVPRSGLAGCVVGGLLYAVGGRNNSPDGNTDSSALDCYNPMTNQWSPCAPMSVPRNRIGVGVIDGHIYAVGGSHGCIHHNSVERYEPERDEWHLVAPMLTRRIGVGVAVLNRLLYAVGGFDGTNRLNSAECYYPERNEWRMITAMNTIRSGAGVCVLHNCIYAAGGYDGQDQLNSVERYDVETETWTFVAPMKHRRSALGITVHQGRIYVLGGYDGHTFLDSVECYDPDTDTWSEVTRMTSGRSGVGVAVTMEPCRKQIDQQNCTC
V-ATPase pH: regulators of yeast V-ATPase proton transport; S. cerevisiae, pHLuorin cytosolic pH fluorescence; 350,000 tested, 0.37% active; response, % at 10 µM; in the data active means response mostly above about 7.3%, no sharp cut-off; inactive means mostly below about 5.4%; further: actives read high; inactives centre near 0; some compounds called inactive have numbers as strong as hits; reference of the scale not given here
C-LANA FP: blocks KSHV LANA C-terminal domain binding to DNA. MBP-C-LANA/FAM-LBS DNA binding, fluorescence polarization. inhibition, % at 9 µM. 340,000 tested, 0.078% active;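 active means highest replicate inhibition at or above 60% at 9 µM, even if other replicates fall short; inactive means all replicates below 60% inhibition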;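 further: 0% = neutral control wells and 100% = 4 µM acridine orange control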
RTF Ca sens inh: cardiac RTF calcium desensitization; AID 493244; IANBD-labeled cardiac RTF, Ca2+ fluorescence; P19429+P45379; inhibition, % at 7.15 µM; 340,000 tested, 0.12% active;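 active means inhibition above the mean inhibition of all tested compounds plus 3 SD, cut at about 17% in these data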;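 further: assay run at fixed EC70 calcium of 1.6 mM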
HTR5A ag ctr: activates human HTR5A in OPRM1-OPRD1 agonist counter-screen; HTR5A agonist assay, luminescence, cell-based; 340,000 tested, 0.61% active; activation, % at 9.3 µM; in the data active means activation mostly above about 9.5%, no sharp cut-off; inactive means mostly below about 7.6%;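 further: 0% = cells with vehicle only and 100% = reference agonist; strong numbers were not always called active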
Target sequence (P47898 whole entry, looked up): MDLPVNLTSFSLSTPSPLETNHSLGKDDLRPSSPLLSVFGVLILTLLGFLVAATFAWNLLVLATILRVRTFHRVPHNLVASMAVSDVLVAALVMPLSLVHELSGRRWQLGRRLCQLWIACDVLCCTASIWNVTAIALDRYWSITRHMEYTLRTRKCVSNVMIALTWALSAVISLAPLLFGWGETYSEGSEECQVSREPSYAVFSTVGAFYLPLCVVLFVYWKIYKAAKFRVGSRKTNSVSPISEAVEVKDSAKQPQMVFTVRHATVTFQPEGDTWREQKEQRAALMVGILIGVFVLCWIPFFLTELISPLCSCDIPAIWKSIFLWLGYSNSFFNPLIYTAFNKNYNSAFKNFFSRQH
CAL-PDZ inh HTS: blocks peptide binding to the human CAL PDZ domain; inhibition, % at 24.9 µM; 300,000 tested, 0.92% active; purified CAL PDZ, TMR-peptide fluorescence polarization, 1 h; AID 602252; Q9HD26;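 active means mean inhibition of at least 30% with at least half of replicates also reaching 30%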;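 further: 0% = DMSO neutral control and 100% = excess unlabeled competitor peptide PRC23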
OPRM1-OPRD1 ag: OPRM1-OPRD1 heterodimerization agonism. activation, % at 9.3 µM. P35372+P41143. cells, luminescence. 340,000 tested, 0.3% active; in the data active means activation above about 18%;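 further: 0% = vehicle-treated cells and 100% = reference agonist; values of inactives mirror those of a sister screen read the other way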
HTR5A inv ag: counter-screen for OPRM1-OPRD1 inverse agonists: human HTR5A inverse agonism | P47898 | HTR5A cell line, luminescence | inhibition, % at 9.3 µM | 340,000 tested, 0.083% active | AID 504634; in the data active means inhibition mostly above about 23%, no sharp cut-off; inactive means mostly below about 18%;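 further: 0% = cells with DMSO and 100% = no-cell wells with DMSO; some compounds called inactive have numbers as strong as hits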
MOR-DOR inv ag: mu-delta opioid heterodimer inverse agonism. cell-based MOR-DOR heterodimer luminescence. inhibition, % at 9.3 µM. P35372+P41143. 340,000 tested, 0.21% active; in the data active means inhibition above about 22%, passing the limit was not always enough;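 further: 0% = cells with DMSO and 100% = wells without cells with DMSO; values of inactives mirror those of a sister screen read the other way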
* marks the source's active call; other numbers are inactive results; . = not tested or not shown.

Start of the listing, in advance (2 entries):
SMILES	RTF Ca sens act	Keap1-Nrf2 PPI	V-ATPase pH	C-LANA FP	RTF Ca sens inh	HTR5A ag ctr	CAL-PDZ inh HTS	OPRM1-OPRD1 ag	HTR5A inv ag	MOR-DOR inv ag
Cn1c(SCC(=O)NCCN2C(=O)CSC2=O)nnc1-c1ccccc1	-2	1	-3	-0.3	0	-3	-6	-2.8	8	17
CCOC(=O)C1(Cc2ccccc2)CCN(Cc2csc(C(C)=O)c2)CC1	1	-1	-1	0.7	1	1	0	-1.1	2	5

Results, from the start:
SMILES	RTF Ca sens act	Keap1-Nrf2 PPI	V-ATPase pH	C-LANA FP	RTF Ca sens inh	HTR5A ag ctr	CAL-PDZ inh HTS	OPRM1-OPRD1 ag	HTR5A inv ag	MOR-DOR inv ag
Cn1c(SCC(=O)NCCN2C(=O)CSC2=O)nnc1-c1ccccc1	-2	1	-3	-0.3	0	-3	-6	-2.8	8	17
CCOC(=O)C1(Cc2ccccc2)CCN(Cc2csc(C(C)=O)c2)CC1	1	-1	-1	0.7	1	1	0	-1.1	2	5
COc1ccc(-c2ccc(SCC(=O)Nc3nnc(C)s3)nn2)cc1	8	-7	-1	-0.4	0	-1	8	-0.8	3	4
C/C(=N\NC(=O)CNC(=O)c1ccncc1)c1ccc(C)cc1	2	2	0	-0.8	8	-1	-3	-1.4	3	8
Cc1ccnc(NC(=O)CCC(=O)N(CC(=O)NCc2ccc(F)cc2)Cc2ccco2)c1	5	-6	3	-0.9	-11	1	-3	-0.6	-2	4
Nc1ccc(N2CCCCC2)cc1N1CCCCC1	-3	-2	0	0.2	0	1	-1	-0.7	-14	3
Cc1ccc2c(CC(=O)NCc3ccc4c(c3)OCO4)coc2c1	3	-4	-2	-2.1	-2	-1	-5	-1.8	-24	10
Cc1ccccc1NC(=S)N1CCN(c2ccccc2Cl)CC1	3	-2	-4	-0.7	-10	8	-8	-0.2	-28	1
C=CC[C@@H](CC(=O)N(CCO)Cc1ccccc1)C(=O)N[C@@H](C)COC(=O)[C@@H](CC=C)CC(=O)OC(C)(C)C	2	-6	14*	-1.4	-4	0	-2	0.0	-8	0
CC(=O)CCC(=O)N1CCC(n2nccc2NC(=O)c2ccccc2C)CC1	-4	7	4	7.0	-7	3	-1	1.8	12	-10
Cn1c(CCN2CCCCC2)nc2cc(NS(=O)(=O)c3ccc(Cl)cc3)ccc21	-4	0	1	-0.8	1	1	-3	-1.3	4	7
CC1CCCN(C(=O)C2CCCN(S(=O)(=O)c3cccc4nsnc34)C2)C1 (stereo unspecified)	1	2	1	0.2	2	2	-4	0.7	-6	-4
O=C(CCl)N1c2ccccc2SCC1c1ccccc1 (stereo unspecified)	3	-1	-1	-0.9	3	0	0	0.2	0	-1
Cc1cnc(C(=O)OCC(=O)N2CCN(S(=O)(=O)c3ccc(Cl)cc3)CC2)cn1	4	2	5	-0.1	-6	4	.	-3.2	9	16
Cc1cc(=O)n2nc(-c3ccccc3)sc2n1	2	0	1	-0.6	1	-3	0	-1.6	9	8
Cn1ccc2cc(NC(=O)Nc3cccnc3)ccc21	-4	-4	-2	1.1	8	-4	-1	-0.2	-31	1
COc1ccc(C)cc1NC(=O)CN(Cc1nnc(-c2ccc(Cl)cc2)o1)C1CCCC1	-3	5	-4	-0.2	-2	-1	-6	-1.4	15	8
Cc1cccc(Nc2nc3c(c(=O)n(C)c(=O)n3C)n2Cc2ccccc2)c1	-1	-3	-2	-0.3	7	2	0	-1.5	-15	8
C/C(N)=C(/C#N)C(=O)CSc1nc2cc(Cl)ccc2s1	4	7	0	0.5	-1	-3	.	1.6	4	-9
CC[C@]12c3[nH]c4ccc(OC)cc4c3CCN1C(=O)C(CC(=O)NCC13CC4CC(CC(C4)C1)C3)C[C@@H]2C(=O)N1CCN(C(=O)C2CC2)CC1 (stereo partly specified)	4	-3	0	0.7	-5	0	-2	-1.5	1	8
Cc1n[nH]c(=O)c2c(NC(=O)CSc3nc4ccccc4c(=O)n3CCCO)oc(C)c12	-3	-2	2	0.0	-3	-1	22	-1.6	2	9
O=C(CCc1ccccc1)NNC(=O)c1ccncc1	4	2	0	-2.3	-5	-1	.	-0.3	3	2
CC(=O)c1ccc(NC(=O)c2noc3c2CCCCC3)cc1	-2	4	-7	-0.4	-5	0	0	1.1	-3	-6
O=[N+]([O-])c1ccccc1S(=O)(=O)Nc1ncccn1	-3	3	3	0.0	-4	1	1	0.5	-3	-2
COc1ccc(N=Cc2c(O)n(-c3cccc(C)n3)c(=O)c3ccccc23)cc1	3	1	1	1.0	3	1	-3	-1.9	8	8
NC(=O)Nc1ccc(C(=O)OCC(=O)N2CCCC2=O)cc1	-3	-2	2	2.3	11	1	-9	-0.2	-9	1
COc1ccc(N2CCN(C(=O)c3ccc(CNS(=O)(=O)c4ccc(C)cc4)cc3)CC2)cc1	-2	2	0	2.6	-7	1	-10	0.2	1	-1
Cn1c(N)c(C(=O)COC(=O)c2ccccc2C(=O)c2ccc(Cl)c([N+](=O)[O-])c2)c(=O)n(C)c1=O	-4	-3	-1	0.3	1	-10	-2	-5.6	25	22
CC(C(=O)Nc1ccc(C(=O)O)c(O)c1)N1C(=O)/C(=C\c2ccco2)SC1=S (stereo unspecified)	-11	0	1	101*	5	1	9	-2.1	-3	11
Cc1ccc(NC(=O)CC2Oc3ccc(C)cc3NC2=O)cc1 (stereo unspecified)	-3	-1	3	-2.0	1	-4	1	-1.3	11	7
Cc1cnnc2c1-c1no[n+]([O-])c1CC2	-2	-7	14*	-0.1	-4	5	.	-1.5	1	8
COc1ccc(C(=O)NC(=S)Nc2ccccc2N2CCCCC2)cc1[N+](=O)[O-]	6	-2	3	1.5	-11	-3	-3	-2.6	3	13
Cc1cc(C)cc(NC(=O)CCNS(=O)(=O)c2cc(Br)cnc2N)c1	-8	-2	-1	-0.7	-4	-1	-7	-1.1	-7	5
Cc1cc2oc(=O)cc(CSc3nc(N)cc(N)n3)c2cc1C	-6	-1	1	0.9	7	0	.	-0.8	-7	3
O=C(NCCNS(=O)(=O)c1ccccc1Cl)c1cc(OCC(F)(F)F)ccc1OCC(F)(F)F	2	-4	-7	-0.5	-9	-1	-6	0.5	-30	-3
CCNC(=O)N1CCCC(C(=O)c2ccc(C(F)(F)F)cc2)C1 (stereo unspecified)	4	-6	-1	-1.0	-13	5	-3	0.5	-14	-2
COc1ccccc1/C=C1\Cc2ccccc2C1=O	-3	-1	3	0.3	1	5	-6	-1.6	-21	9
Cc1ccc(/C=N/NC(=O)c2nnn(-c3nonc3N)c2CSc2ccccc2)cc1	-3	-2	-1	-0.1	4	6	1	1.0	14	-5
Cc1c(NC(=O)C(C)OC(=O)COc2ccc(C#N)cc2)c(=O)n(-c2ccccc2)n1C (stereo unspecified)	4	.	-1	.	3	0	0	-0.8	0	4
CCn1c(SCc2nc3scc(-c4ccccc4)c3c(=O)[nH]2)nnc1-c1ccc(Cl)cc1	-1	7	4	-0.2	0	0	0	2.5	3	-17
COc1ccccc1-c1nnc(NC(=O)c2ccc(S(=O)(=O)N(C)CC3CCCO3)cc2)o1 (stereo unspecified)	-2	-2	-3	-2.6	-14	0	-1	-0.3	-1	2
O=C(Nc1ccc(-c2cn3ccsc3n2)cc1)C1COc2ccccc2O1 (stereo unspecified)	-9	-1	2	1.1	7	2	0	1.3	-6	-8
COc1cc(Cc2cc(N)nc(N)n2)cc(OC)c1OC	-2	-2	-1	-0.4	-12	-3	-2	-4.4	10	20
Cc1nn(Cc2ccccc2)c(C)c1/C=N/NC(=O)CNc1cccc(C(F)(F)F)c1	-6	3	5	-1.1	13	0	-2	4.4	-1	-22
COC(=O)COc1cccc(NC(=O)c2ccccc2)c1	1	3	1	1.4	-1	-2	.	-2.5	23	14
CNC(=O)NC(=O)CSc1cccc(C(F)(F)F)c1	2	3	1	-0.4	2	7	1	-1.5	-1	9
CCNc1nc(C#N)nc2c1ncn2-c1cc(F)cc(F)c1	9	-4	-2	7.2	-12	-1	-1	8.4	-18	-47
O=C(Nc1ccc(-c2csc(Nc3cccc(C(F)(F)F)c3)n2)cc1)c1cc([N+](=O)[O-])cc(C(F)(F)F)c1	9	2	0	5.3	-14	10	-1	1.2	-15	-6
FC(F)(F)c1ccnc(N2CCN(Cc3cnc(-c4ccccc4)[nH]3)CC2)c1	0	2	-1	-1.1	-15	1	5	0.2	-29	-1
CCCCN1C(=O)C(=O)N(CC(=O)Nc2cc(OCC)c(N3CCOCC3)cc2OCC)C1=O	-1	1	-2	0.5	0	4	7	0.3	-11	-2

Continued.
SMILES	RTF Ca sens act	Keap1-Nrf2 PPI	V-ATPase pH	C-LANA FP	RTF Ca sens inh	HTR5A ag ctr	CAL-PDZ inh HTS	OPRM1-OPRD1 ag	HTR5A inv ag	MOR-DOR inv ag
Cc1ccc(C(=O)N/N=C/c2cc(C)n(-c3ccc(Br)cc3)c2C)cc1[N+](=O)[O-]	9	-5	2	-2.6	1	2	1	0.1	5	-1
COc1ccc(C)cc1NC(=O)c1cnc2n(c1=O)CCS2	-8	-3	3	1.1	-1	1	-3	-2.0	-19	10
O=C(COC(=O)c1ccc(F)c(S(=O)(=O)N2CCOCC2)c1)NCCc1ccccc1	2	-3	-2	1.7	4	3	-4	-0.1	-6	1
COc1ccc(CCN(Cc2cc3ccc(C)cc3n3nnnc23)C(C)=O)cc1OC	10	-2	2	2.5	-11	0	-2	-1.2	1	6
O=C(COc1ccc(F)cc1Br)Nc1ccccc1N1CCOCC1	5	-2	-5	-1.0	-6	-1	.	7.4	3	-38
COc1cc2cc(Br)cc(Br)c2nc1C	8	1	0	-1.1	-8	1	-1	11	-5	-57
CCOc1cc(/C=N/n2c(C)nnc2C)ccc1O	-5	5	-2	0.1	0	2	-8	-3.6	-5	20
CC(=O)n1c2ccccc2c2c1c1ccccc1n2C	-1	1	1	3.3	-8	4	-2	1.3	7	-6
O=C(NNC(=O)c1ccc(Br)s1)c1csc(N2CCOCC2)n1	6	-5	1	0.2	-6	2	-7	-4.0	-5	16
O=C(c1ccccc1)N1CCN(S(=O)(=O)c2cccc(NS(=O)(=O)c3ccccc3)c2)CC1	.	1	1	0.9	.	.	-2	.	.	.
CCN1c2ccccc2NC2N=C(OC)C(c3ccccc3)C21 (stereo unspecified)	3	1	-1	1.7	-12	-4	.	6.3	-28	-36
Cc1[nH]nc2c1/C(=N/O)CC(c1ccccc1)C2 (stereo unspecified)	0	-8	-5	-0.8	0	2	-2	-4.3	-7	19
CCN(C(=O)COC(=O)c1ccco1)c1c(N)n(Cc2ccccc2)c(=O)[nH]c1=O	-5	2	-2	0.8	-5	6	2	-2.1	22	14
Cc1ccc(S(=O)(=O)N2c3ccccc3OCC2C(C)(C)C)cc1 (stereo unspecified)	-1	-1	7	0.4	-8	1	-1	4.7	0	-25
COc1ccc(CN(CC2CCC(C(=O)O)CC2)C(=S)Nc2cc(C)ccc2C)cc1 (stereo unspecified)	6	1	5	-0.7	-6	-1	7	1.3	3	-7
CCOc1ccc(CCNC(=O)COC(=O)c2cc(OC)cc(OC)c2)cc1OCC	0	-2	-1	-0.1	-1	-3	-4	-2.3	7	11
O=C1NC(c2cccc([N+](=O)[O-])c2)=CCN1c1ccccc1O	5	-2	6	-0.8	-5	2	-2	-0.9	-7	5

From PubChem BioAssay
